Efflux pump inh – inhibitors of Candida antifungal efflux pumps expressed in yeast | AID 485275 | S. cerevisiae Candida pump triplex, Nile Red efflux | 0.44% of 330,000 active | inhibition, % at 10 µM;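 active = plate passing quality check with inhibition over a set limit, or well fluorescence over plate mean plus 4 SD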;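 note: Nile Red retained in pooled yeast measured as flow cytometry median fluorescence; 0% = buffer negative control and 100% = Enniatin B positive control; higher means more Nile Red kept so more efflux inhibition; some compounds called inactive have numbers as strong as hits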
LYPLA2 inh – counter-screen for PME1 inhibitors: inhibitors of human LYPLA2; O95372; recombinant LYPLA2, FP-Rh probe fluorescence polarization; inhibition, % at 5.9 µM; 0.38% of 320,000 active; AID 2177;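 active = inhibition above the screen-wide mean plus 3 SD, limit set per campaign, cut at about 26% in these data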;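 note: 0% = LYPLA2 with DMSO and 100% = wells lacking LYPLA2 enzyme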
Target sequence (O95372 whole entry, looked up): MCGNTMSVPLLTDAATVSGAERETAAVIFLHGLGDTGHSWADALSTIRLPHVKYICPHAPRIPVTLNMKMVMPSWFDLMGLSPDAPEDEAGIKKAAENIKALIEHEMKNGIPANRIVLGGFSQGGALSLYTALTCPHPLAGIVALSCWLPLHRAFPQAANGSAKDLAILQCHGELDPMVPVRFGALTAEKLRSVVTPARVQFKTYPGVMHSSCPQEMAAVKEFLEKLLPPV
GASC-1 inh – inhibitors of human GASC-1 (JMJD2C) demethylase | Q9H3R0 | GST-JMJD2C(1-420) H3K9me3 demethylation, DELFIA europium | inhibition, % at 2.35 µM | 0.069% of 330,000 active | AID 2099;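 active = more than half of a compound's replicate wells show inhibition beyond 50%, single wells judged on their own value; inconclusive = some, but no more than half, of replicates pass 50% inhibition; inactive = no replicate passes 50% inhibition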;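 note: signal counts dimethyl H3K9 product captured on neutravidin plate; 0% = median of DMSO wells and 100% = 0.3 times that DMSO median; strong numbers were not always called active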
core dimer inh – blocks dimerization of HCV core protein; TR-FRET GST/Flag-core106 dimerization, 1536-well; inhibition, % at 5 µM; 0.33% of 300,000 active; AID 1899;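 active = inhibition above the mean of all tested compounds plus 3 SD, set per screening campaign, cut at about 45% in these data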
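System – GST-tagged and Flag-tagged HCV core protein residues 1-106 · Repeats – one well for each compound · Technique – TR-FRET 671 and 617 nm emission · Doses – one concentration, 5 µM, in 0.5% DMSO · Times – 4 h, 22.5 °C incubation · Also added – Eu donor and XL665 acceptor anti-tag antibodies · Measure – percent inhibition of core106 dimerization signal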
Fh CTSL1 inh – cathepsin L1 inhibition, PFM18AAP counter-screen | recombinant F. hepatica cathepsin L1, Z-Leu-Arg-MCA fluorescence | inhibition, % at 5.96 µM | 0.49% of 300,000 active | AID 1906;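 active = inhibition above the mean of all tested compounds plus 3 SD, set per screening campaign, cut at about 17% in these data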;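 note: 0% = plate median of test compound wells and 100% = 1 µM Z-Phe-Ala-diazomethylketone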
PP5 inh – inhibitors of human protein phosphatase 5 (PP5); P53041; purified PP5c, OMFP substrate fluorescence; inhibition, % at 6.7 µM; 0.18% of 320,000 active; AID 1987;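 active = inhibition above the campaign's mean inhibition across all tested compounds plus 3 SD, cut at about 9.5% in these data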;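 note: 0% = DMSO only and 100% = 100 µM cantharidin control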
Target sequence (P53041 whole entry, looked up): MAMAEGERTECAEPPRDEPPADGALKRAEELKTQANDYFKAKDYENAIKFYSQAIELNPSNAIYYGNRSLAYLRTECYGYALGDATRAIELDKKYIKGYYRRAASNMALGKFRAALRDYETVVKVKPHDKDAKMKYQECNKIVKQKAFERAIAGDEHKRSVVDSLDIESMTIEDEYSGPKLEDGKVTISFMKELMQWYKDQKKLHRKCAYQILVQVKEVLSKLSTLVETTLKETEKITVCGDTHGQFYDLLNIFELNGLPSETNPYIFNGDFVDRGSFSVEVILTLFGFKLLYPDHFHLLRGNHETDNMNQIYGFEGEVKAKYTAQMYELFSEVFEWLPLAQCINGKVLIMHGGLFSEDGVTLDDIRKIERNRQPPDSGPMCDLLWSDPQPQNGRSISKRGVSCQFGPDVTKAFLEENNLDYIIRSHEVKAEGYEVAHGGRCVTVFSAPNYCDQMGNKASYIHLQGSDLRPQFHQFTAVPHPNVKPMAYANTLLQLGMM
PREPL inhibitor – human PREPL enzyme inhibition. recombinant PREPL, fluorescence polarization activity-based probe. 0.68% of 320,000 active. inhibition, % at 5.96 µM. Q4J6C6; in the data active = inhibition above about 43%;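 note: 0% = enzyme with DMSO and 100% = wells lacking enzyme; many of its hits are not listed in these tables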
TPT1 inhibitor – C. albicans TPT1 enzyme inhibition; AID 1962; recombinant caTPT1, FP RNA substrate dephosphorylation; inhibition, % at 5 µM; 0.81% of 300,000 active;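 active = inhibition above the mean of all tested compounds plus 3 SD, set per screening campaign, cut at about 24% in these data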;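 note: plate controls were DMSO alone for no effect and ferristatin control at 100 nM for full effect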
PP1 inh – blocks human PP1-alpha phosphatase, a PP5 counter-screen; P62136; purified PP1alpha, OMFP fluorescence; inhibition, % at 6.7 µM; 0.9% of 320,000 active;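 active = inhibition above the mean inhibition of all tested compounds plus 3 SD, computed separately for each screening campaign, cut at about 15% in these data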
Target sequence (P62136 whole entry, looked up): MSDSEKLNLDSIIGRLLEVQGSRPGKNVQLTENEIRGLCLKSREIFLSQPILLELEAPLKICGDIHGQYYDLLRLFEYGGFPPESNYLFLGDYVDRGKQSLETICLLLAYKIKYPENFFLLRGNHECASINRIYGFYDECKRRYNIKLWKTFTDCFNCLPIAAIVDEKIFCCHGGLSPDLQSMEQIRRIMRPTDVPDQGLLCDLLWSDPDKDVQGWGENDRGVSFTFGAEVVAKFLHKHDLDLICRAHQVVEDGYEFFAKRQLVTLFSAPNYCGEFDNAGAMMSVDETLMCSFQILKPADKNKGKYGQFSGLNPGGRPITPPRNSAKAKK
Active calls of the source: *; ? = inconclusive; / = no result given; & = joins results of further samples. These rows are one share of the data, so the mix of outcomes need not match the whole.

SMILES | Efflux pump inh | LYPLA2 inh | GASC-1 inh | core dimer inh | Fh CTSL1 inh | PP5 inh | PREPL inhibitor | TPT1 inhibitor | PP1 inh
CCn1c(-c2nn(-c3ccccc3)ccc2=O)n[nH]c1=S | 0.0 | 0 | 17 | -16 | 0 | 2.2 | 2 | -3 | -1
CC(CN1CCCCC1)OC(=O)c1ccc(Cl)cc1Cl (stereo not given) | 0.0 | 12 | 1 | 2 | 0 | 4.3 | 12 | -3 | -3
Cc1nn(C)cc1CNC(=O)c1cccc(Br)c1 | 0.2 | -9 | -11 | -7 | -2 | 2.3 | 9 | 0 | -4
O=C1C2C3c4ccccc4C(c4ccccc43)C2C(=O)N1c1nc(-c2ccccc2)cs1 (stereo not given) | 0.0 | -1 | -2 | 9 | -3 | 1.8 | -10 | -1 | -2
NC(=O)[C@@H]1CCCNc2c(I)cc([N+](=O)[O-])cc2C(=O)N[C@@H](CO)C(=O)N[C@@H](Cc2ccc(O)cc2)C(=O)N1 | 0.1 | -6 | -13 | -5 | 0 | -0.8 | 9 | 3 | -2
COC(=O)C1=C(C(=O)OC)[C@@H]2N(C)c3ccccc3[C@@]23C[C@@H](C(=O)OC)N(C(=O)c2cc(C)oc2C)C3=N1 | 0.0 | 8 | -3 | -16 | 1 | 1.5 | 21 | -2 | 3
CCOC(=O)C1CCN(C(=O)c2c(-c3c(F)cccc3Cl)noc2C)CC1 | -0.1 | -1 | 4 | 2 | -4 | 0.9 | -2 | 3 | 1
O=C(NNC(=O)C1CCN(S(=O)(=O)c2ccc(Cl)cc2)CC1)c1ccc(Cl)cc1 | 0.1 | 3 | -14 | 5 | 1 | 2.1 | -10 | -7 | -5
COc1cc(OC)cc(C(=O)N[C@H](C(=O)OCC(=O)Nc2ccc(C(C)C)cc2)C(C)C)c1 | -0.8 | -9 | -2 | 2 | -10 | 6.8 | 1 | -3 | 2
CC1CCCN(C(=O)CNC(=O)c2cccs2)C1 (stereo not given) | 0.2 | -2 | 18 | / | / | 1.5 | 5 | / | 1
O=c1[nH]c(=S)[nH]c2[nH]c(=S)[nH]c12 | -0.1 | -2 | 0 | -3 | 0 | -0.5 | 1 | -4 | -1
COc1cccc(C(=O)OC(C)CN2CCCC2)c1 (stereo not given) | -0.1 | -4 | 13 | 0 | 0 | 1.4 | -5 | -1 | 1

One compound at a time (already shown). Order of values: Efflux pump inh | LYPLA2 inh | GASC-1 inh | core dimer inh | Fh CTSL1 inh | PP5 inh | PREPL inhibitor | TPT1 inhibitor | PP1 inh
Cc1nn(C)cc1CNC(=O)c1cccc(Br)c1 in the list: 0.2 | -9 | -11 | -7 | -2 | 2.3 | 9 | 0 | -4
CCOC(=O)C1CCN(C(=O)c2c(-c3c(F)cccc3Cl)noc2C)CC1 in the list: -0.1 | -1 | 4 | 2 | -4 | 0.9 | -2 | 3 | 1
CC1CCCN(C(=O)CNC(=O)c2cccs2)C1 (stereo not given) in the list: 0.2 | -2 | 18 | / | / | 1.5 | 5 | / | 1

The listing continues:
SMILES | Efflux pump inh | LYPLA2 inh | GASC-1 inh | core dimer inh | Fh CTSL1 inh | PP5 inh | PREPL inhibitor | TPT1 inhibitor | PP1 inh
COc1ccc(CCC(=O)NCCCNC(=O)CCc2ccc(OC)cc2)cc1 | 0.1 | -3 | 1 | 6 | 0 | 2.1 | 4 | -3 | 4
O=C(CCC1CCCC1)N1CCN(S(=O)(=O)c2ccc(Br)cc2)CC1 | 0.2 | 3 | 1 | / | / | 2.5 | 7 | / | -1
Cc1c(NC(=O)C(C)c2ccc(CC(C)C)cc2)c(=O)n(-c2ccccc2)n1C (stereo not given) | 0.1 | 1 | -5 | 2 | -1 | 2.9 | -3 | -3 | 1
COc1ccc(-c2nc(CN3CCCCC3CCc3ccccn3)c(C)o2)cc1 (stereo not given) | 0.1 | 6 | 1 | 9 | -4 | 1.9 | 8 | 1 | 0
Brc1ccccc1-c1csnn1 | -0.3 | 1 | 11 | 4 | 1 | -2.9 | -8 | -2 | 0
CCCN1CCN(C(=O)CN2C(=O)COc3ccc(S(=O)(=O)N(CC)CC)cc32)CC1 | -0.1 | 2 | -17 | 11 | -2 | 0.9 | 3 | 3 | -3
CC(=O)Nc1ccc(OCCCNC(=O)c2c(-c3ccccc3)noc2C)cc1 | 0.1 | 2 | -11 | 2 | -1 | 0.4 | 2 | 1 | -2
O=C(c1ccccc1F)N1C(=O)c2cccc3cccc1c23 | 0.0 | -3 | -5 | 1 | 3 | 2.1 | 5 | -3 | 1
CCCCOc1cccc(NC(=O)CSc2nccn2C)c1 | 0.0 | -2 | 11 | 6 | -3 | 1.6 | 0 | -2 | -6
Cc1ccc(CCNC(=O)C2CCC(=O)N2Cc2cccnc2)cc1 (stereo not given) | 0.1 | -4 | -6 | -9 | 0 | 0.5 | 0 | -3 | 1
O=C(CCNC(=O)c1ccc(Cl)cc1)Nc1ccc(Cl)cc1F | 0.0 | 2 | 12 | 2 | -2 | 3.1 | -34 | -1 | -6
COc1ccc(NC(=S)NN(C)C(=S)Nc2ccc(OC)cc2)cc1 | 0.0 | -1 | 6 | -11 | -2 | 0.2 | 15 | -4 | -1
O=C(NC1CCCC1)C(=O)N(c1ccccc1F)C(C(=O)NCC1CCCO1)c1cccs1 (stereo not given) | -0.1 | 14 | -4 | -15 | -3 | 3.2 | 10 | -1 | 0
O=C(Nc1ccncc1Cl)c1ccncc1 | -0.1 | 7 | 7 | -4 | 1 | -0.7 | 0 | -4 | -4
COc1cccc(CN(C)C(=O)CCN=C2NS(=O)(=O)c3ccccc32)c1OC | 0.0 | 2 | -8 | / | / | 0.4 | -1 | / | 3
COC(=O)[C@H](C)NC(=O)NC(C)CCc1ccccc1 (stereo not given in full) | 0.0 | 1 | -1 | 0 | 5 | 0.4 | 1 | -1 | -3
CCOC(=O)N1CCN(C(=O)COc2cc(C)c(Cl)c(C)c2)CC1 | 0.2 | -1 | 8 | 14 | -5 | 1.5 | 5 | 0 | -4
Cc1onc(NC(=O)NC(=O)c2c(Cl)cccc2Cl)c1Br | 0.1 | 2 | 5 | 2 | 0 | -0.9 | -9 | 1 | -1
CC(=O)NC(C)C(=O)OCC(=O)Nc1ccc(Br)cc1 (stereo not given) | 0.0 | 0 | 12 | 1 | -1 | 2.1 | -3 | 0 | -5
CC(=O)c1c(C)[nH]c(C(=O)N2CCN(S(=O)(=O)c3ccc(F)c(F)c3)CC2)c1C | 0.0 | 2 | -5 | 0 | 2 | -0.2 | 3 | 1 | 1
Cc1ccc(OCC(=O)N/N=C/c2cccc3cccnc23)cc1 | 0.0 | 0 | 20 | 2 | 2 | 0.6 | 2 | 0 | 0
COc1ccccc1CNC(=O)C1CC2Cn3c(nc4cc5ccccc5cc43)C2N1C (stereo not given) | -0.1 | 0 | 25 | 10 | -2 | -0.8 | -15 | 1 | 0
CCC(=O)N=c1n(C)c2ccccc2n1CCOc1ccccc1 | 0.6 | -1 | 13 | -2 | -3 | 3.1 | 12 | 0 | 3
O=[N+]([O-])c1c(NCCO)cc(N2CCCCC2)c2nonc12 | 0.7 | -6 | -8 | -9 | 4 | 3.8 | 12 | 4 | -9
O=C(Nc1cccc(-c2nc3ccccc3s2)c1)c1cc(-n2cnnc2)ccc1Cl | 0.1 | -40 | -6 | 11 | 2 | 3.5 | -34 | -2 | 8
COc1cc2c(cc1OC)CN(CC(=O)Nc1cccc([N+](=O)[O-])c1)CC2 | 0.1 | 9 | -4 | 6 | 1 | 0.0 | 18 | -1 | -1
O=C(Nc1ccc(F)cc1)C1CCN(C(=O)c2ccc([N+](=O)[O-])cc2)CC1 | 0.8 | 11 | -1 | -1 | -2 | 3.0 | 9 | -2 | -2
O=C(CCS(=O)(=O)c1cccs1)NC1CCCCCC1 | -0.1 | 0 | -2 | -1 | -3 | -0.6 | 17 | 2 | 0
CCc1ccc(NC(=O)[C@H](C)NC(=O)C2CCN(C(=O)[C@@H](N)CC(C)C)CC2)cc1 | 0.0 | -6 | -15 | 0 | -1 | 3.1 | 11 | 1 | 0
Cc1[nH]cnc1CSCCN | -0.1 | -3 | -1 | -2 | -6 | -1.5 | 3 | -6 | -3
CNc1cc(Cl)nc(SC)n1 | 0.3 | 3 | -3 | -3 | 5 | -0.1 | -4 | -2 | -2
COc1ccc(-c2nnc(NC(=O)c3c(OC)cccc3OC)s2)cc1 | 0.0 | -3 | 4 | 2 | 0 | 0.2 | -9 | 3 | -1
Cc1cc(C)n2c(SCC(C)C)nnc2n1 | 0.0 | 0 | -7 | -5 | 1 | 0.7 | 7 | -7 | -1
CCCCCCC1CC(=O)NC(=S)N1 (stereo not given) | -0.1 | 3 | -5 | -1 | -1 | -1.5 | 16 | 1 | -5
COCCn1c(=O)[nH]c2cc(C(=O)N3CCN(c4ccccc4F)CC3)ccc2c1=O | 0.1 | -2 | 6 | 5 | 2 | 1.5 | -7 | -1 | -2
CC1CC(C)CN(CCCNC(=O)CCNC(=O)Cn2ccc3ccccc3c2=O)C1 (stereo not given) | -0.2 | -14 | -2 | 1 | -1 | -0.1 | -21 | -6 | -7
COc1ccc(-c2c(C)nn(-c3ccccc3)c2NC(C)=O)cc1OC | 0.7 | -7 | 11 | -2 | -2 | 1.4 | -3 | 3 | 3
Cc1nn(C)cc1/C=C/C(=O)c1ccccc1 | -0.1 | 14 | ? | -4 | -2 | 1.6 | 9 | 3 | -3
Cc1cccc(N2CCN(C(=O)C(NS(=O)(=O)c3cccs3)c3ccccc3)CC2)c1C (stereo not given) | 0.0 | -2 | 2 | 19 | -1 | 1.0 | 21 | -2 | 6
Cc1ccc(C(=O)NCCC(=O)N2CCC3(CC2)NCCc2[nH]cnc23)cc1C | 0.1 | -3 | 12 | -1 | -2 | -2.1 | -6 | -1 | -2
COC(C(=O)Nc1ccc(S(=O)(=O)Nc2ccc(F)cc2)cc1)c1ccccc1 (stereo not given) | / | -2 | -4 | 10 | 0 | 1.8 | -12 | -2 | -3
CCNS(=O)(=O)c1ccc(S(=O)(=O)N(Cc2ccccn2)C2CCCCC2)cc1 | -0.1 | 5 | 3&17 | 6 | -3 | 2.5 | -12 | -1 | -1
Cc1ccccc1CN1CCN(C(=O)c2ccco2)CC1 | 0.3 | 3 | 24 | 1 | -1 | 3.5 | 6 | 1 | 1
S=C(NCCCN1CCOCC1)N1CCN(c2nc(-c3ccccc3)cs2)CC1 | 1.3* | 10 | -16 | -4 | -7 | 0.4 | 37 | 1 | 4
Cc1c(OCC(=O)NCC2CCC(C(=O)O)CC2)ccc2c(-c3ccccc3)cc(=O)oc12 (stereo not given) | -0.2 | -4 | ? | 4 | 3 | 1.5 | 5 | -1 | 1
N#C/C(=C\c1ccc([N+](=O)[O-])cc1)C(=O)Nc1ccccc1O | 0.2 | 6 | 1 | -1 | 0 | 1.3 | -10 | 1 | 1

Bioassay records: PubChem, several laboratories
